Assay outcomes from PubChem.
TNAP inh hi DEA = human TNAP enzyme inhibitors, primary screen, biochemical, luminescent, high phosphate acceptor level, uHTS | Alkaline phosphatase, tissue-nonspecific isozyme (Homo sapiens), P05186 | purified TNAP, CDP-star luminescence, 1 M DEA | inhibition, % at 20 µM | 0.03% of 200,000 active | AID 1135, 2008;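 active means over 50% inhibition of tissue-nonspecific alkaline phosphatase at 20 µM in the single-dose screen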;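 further: plate controls were DMSO wells for no effect and EDTA-quenched wells as full inhibition for full effect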
Diaphorase inh = diaphorase inhibitors and chemical oxidizers, primary screen, counter-screen for diaphorase-coupled primary assays, biochemical, uHTS, resorufin fluorescence. diaphorase resazurin-to-resorufin fluorescence, NADH, 16 min; bacterial (C. kluyveri) enzyme, not human. inhibition, % at 20 µM. 0.69% of 190,000 active. AID 1217, 2008;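 active means primary screen inhibition at 20 µM above a set limit, cut at about 50% in these data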;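 further: plate controls were DMSO with full reaction for no effect and wells lacking NADH for full effect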
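controls = No-NADH positive control and DMSO neutral control | system = Clostridium kluyveri diaphorase enzyme | timing = reaction incubation of 16 min at room temperature | signal = resorufin fluorescence 544/590 nm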
Diaphorase act = compounds boosting diaphorase resazurin reduction – biochemical, uHTS, resorufin fluorescence, counter-screen for diaphorase-coupled primary assays, primary screen | Diaphorase/resazurin coupled assay, 16 min; stronger effect = higher value; 1 = vehicle wells, 0 = NADH-free wells | activation factor at 20 µM | 0.005% of 190,000 active | AID 1229, 2008;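 active means diaphorase activity raised at least twofold by the compound at 20 µM; inactive means activation factor below 2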
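Measured by – red resorufin fluorescence at 544/590 nm excitation/emission · Test system – Clostridium kluyveri diaphorase, purified enzyme · Incubation – reaction time 16 min, room temperature · Buffer or medium – 50 mM HEPES pH 7.4 with 4.542 mM MgCl2, 0.005% Tween 20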
PMI act = activators of human PMI, primary screen, biochemical, fluorescence intensity, near-Km mannose 6-phosphate; Mannose-6-phosphate isomerase (Homo sapiens), P34949; purified human PMI, coupled resazurin fluorescence, 20 min; stronger effect = higher value; 1 = vehicle control, 0 substrate-free wells; activation factor at 20 µM; 0.005% of 190,000 active; AID 1214, 2008;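 active means activation factor of 2 or more at 20 µM, relative to plate controls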
TNAP inh noacc = human TNAP enzyme inhibitors, primary screen, biochemical, luminescent, no phosphate acceptor, uHTS; purified TNAP, CDP-star luminescence, 30 min; inhibition, % at 20 µM; 0.26% of 200,000 active;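 active means tissue-nonspecific alkaline phosphatase inhibition above about 50% at 20 µM in the single-dose screen, limit read from the data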;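 further: 0% = DMSO negative control and 100% = EDTA positive control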
TNAP act hi DEA = TNAP activators at high phosphate acceptor level, primary screen, biochemical, luminescence, uHTS; activation factor at 20 µM; Alkaline phosphatase, tissue-nonspecific isozyme (Homo sapiens), P05186; purified TNAP, CDP-star luminescence, 1 M DEA, 30 min; stronger effect = higher value; 0 = EDTA background, 1 = DMSO-only activity; 200,000 tested, under 10 active;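 active means activation factor at least 2 at 20 µM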
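Control set: EDTA negative control, DMSO positive control / Assay system: human TNAP / Quantity: TNAP 1/800 final / Evaluation: TNAP activation factor scaled between EDTA and DMSO control wells / Measured by: luminescent substrate turnover signal / Compound dosing: one dose, 20 µM / Times: 30 min enzyme reaction at room temperature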
FLuc act counter = FLuc activators, initial screening, artefact control for FLuc-dependent activation tests, biochemical, ATPlite luminescence; ATPlite luciferase biochemical, 10 min; 0 = ATP-free wells, 1 = DMSO control; activation factor at 10 µM; 200,000 tested, under 10 active; AID 1027, 2008;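 active means luciferase activation factor, scaled between plate controls, of at least 2 with compound at 10 µM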
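Material: luciferase plus luciferin reagent, cell-free. Medium: PBS buffer for ATP. Also added: ATP substrate, dispensed from a 10.24 µM working solution in PBS. Doses: test compounds dosed from 2 mM stocks in 100% DMSO. Incubation: 10 min post-reagent at room temperature. Technique: light output (luminescence). Read-out basis: luminescence gain marking luciferase activators.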
PMI act hi M6P = human PMI activators, high substrate, primary screen, biochemical, fluorescence intensity, near-saturating mannose 6-phosphate. Mannose-6-phosphate isomerase (Homo sapiens), P34949. 0.34% of 190,000 active. coupled PMI enzyme assay, resazurin fluorescence, 20 min; stronger effect = higher value; 1 = untreated enzyme, 0 = substrate-free blank. activation factor at 20 µM;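 active means activation factor of 2 or more at 20 µM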
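Test system: human phosphomannose isomerase with PGI, G6PDH, diaphorase coupling enzymes; amount: 15 ng/mL PMI; incubation: enzyme reaction with compound 20 min at room temperature; technique: resorufin fluorescence (Ex 544/Em 590 nm) from resazurin via diaphorase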
Efa HMGR inh = inhibitors of E. faecalis class II HMGR, primary screen, biochemical, Enterococcus faecalis; purified E. faecalis HMGR, NADPH absorbance 340 nm kinetic; inhibition, % at 10 µM; 0.41% of 190,000 active; AID 1066, 2008;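 active means inhibition above a set limit, the median over all tested compounds plus 3 SD, cut at about 9.5% in these data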;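 further: enzyme runs in reverse so mevalonate oxidation gives rising NADPH absorbance; 0% = complete reaction with DMSO and 100% = background rate lacking mevalonate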
G6PDH counter = L. mesenteroides G6PDH inhibitors, counter-screen for G6PDH-coupled screening assays, biochemical, Leuconostoc mesenteroides enzyme; glucose-6-phosphate dehydrogenase [Leuconostoc mesenteroides]; Purified L. mesenteroides G6PDH, diaphorase/resazurin coupled fluorescence, 45 min; inhibition, % at 5 µM; 0.12% of 200,000 active; AID 1020, 2008; in the data active means inhibition above about 50%
Numbers without * were called inactive; x = no result given.

A first look, 4 compounds:
SMILES,TNAP inh hi DEA,Diaphorase inh,Diaphorase act,PMI act,TNAP inh noacc,TNAP act hi DEA,FLuc act counter,PMI act hi M6P,Efa HMGR inh,G6PDH counter
Cc1nc2ccccc2n1CC(O)Cn1c2ccccc2c2ccccc21 (stereo not drawn),-3,12,0.9,0.9,-7,1,1,1,-2,2
CSc1nnc2n(-c3ccc(C)cc3)c(=O)c3c4c(sc3n12)COC(C(C)C)C4 (stereo not drawn),-7,8,0.9,1,-15,1.1,1.1,1,-6,-2
Cc1nn(Cc2ccccc2)c(C)c1NC(=O)CCCn1nc([N+](=O)[O-])c(Cl)c1C,-4,13,0.9,1,-7,1,1.1,1,1,-16
CCC(C)(C)NC(=O)C(c1cccn1C)N(C(=O)Cn1nnc2ccccc21)c1ccc(OC)cc1OC (stereo not drawn),0,-1,1,1.1,-3,1,1.1,1,-11,6

The whole of this part, repeating the preview:
SMILES,TNAP inh hi DEA,Diaphorase inh,Diaphorase act,PMI act,TNAP inh noacc,TNAP act hi DEA,FLuc act counter,PMI act hi M6P,Efa HMGR inh,G6PDH counter
Cc1nc2ccccc2n1CC(O)Cn1c2ccccc2c2ccccc21 (stereo not drawn),-3,12,0.9,0.9,-7,1,1,1,-2,2
CSc1nnc2n(-c3ccc(C)cc3)c(=O)c3c4c(sc3n12)COC(C(C)C)C4 (stereo not drawn),-7,8,0.9,1,-15,1.1,1.1,1,-6,-2
Cc1nn(Cc2ccccc2)c(C)c1NC(=O)CCCn1nc([N+](=O)[O-])c(Cl)c1C,-4,13,0.9,1,-7,1,1.1,1,1,-16
CCC(C)(C)NC(=O)C(c1cccn1C)N(C(=O)Cn1nnc2ccccc21)c1ccc(OC)cc1OC (stereo not drawn),0,-1,1,1.1,-3,1,1.1,1,-11,6
CC(NC(=O)COC(=O)CSCc1ccccc1)c1ccccc1 (stereo not drawn),-1,1,1,1.2,-9,1,1,1,-1,4
CCOc1ccc2c(c1)c(C(C)=O)c(C)n2-c1ccccc1,-7,23,0.8,0.9,-10,1.1,1.1,0.9,-6,2
CCSc1nnc(N(CCC#N)CCC#N)s1,-8,18,0.8,1,-12,1.1,1.1,1,0,-1
O=c1[nH]c(N2CCN(c3ccccc3)CC2)nc2c1CCCC2,-1,3,1,1,-16,1,1,1.1,-1,-1
Cc1cc(N)n(-c2ccc(C(=O)O)cc2)n1,-3,16,0.8,0.9,-5,1,1,1,0,26
Cc1ccc(S(=O)(=O)Nc2nc(C)c(C(=O)N/N=C/c3ccccc3)s2)cc1,1,12,0.9,1.2,-7,1,1,1.1,-1,3
Cc1ccc2c(c1)N(CCCC(=O)NCC1COc3ccccc3O1)C(=O)CO2 (stereo not drawn),-6,10,0.9,1,-12,1.1,1.1,1,-7,-4
Clc1ccc2nc(-c3ccc(Br)s3)cn2c1,-4,23,0.8,1.3,-14,1,0.2,1.5,-2,-32
O=C(Cn1c(C(F)(F)F)nc2ccccc21)Oc1cccc(C(F)(F)F)c1,6,10,0.9,1,11,0.9,1,1,-5,6
Cc1ccc(NC(=O)CSc2nc(=O)cc(N)n2CCc2ccccc2)cc1,4,14,0.9,0.9,1,1,1,0.9,-3,4
Cc1cccc(OCC(=O)Nc2cccc3nsnc23)c1,-7,9,0.9,1,-11,1.1,1,1,2,-7
C=C(C)Cn1c(CCn2c3ccccc3c3ccccc32)n[nH]c1=S,1,31,0.7,0.8,-56,1,1.1,0.9,-3,6
COc1cccc(N=C2CC(C)(C)CC(=O)/C2=C(/O)c2ccccc2)c1,-1,4,1,1,-9,1,1,1,-3,6
Cc1ccc(NC(=O)C(c2ccc(Cl)cc2)N2CCOCC2)cc1 (stereo not drawn),-6,25,0.8,0.9,-12,1.1,1.1,0.8,-2,4
C=C(C)Cc1c(C)nc(-c2ccccc2)[nH]c1=O,-3,14,0.9,1,-9,1,1,0.9,0,6
CC(C)N(C(=O)CSc1nc2ccccc2n1Cc1ccccc1)C(C)C,2,14,0.9,0.9,-3,1,1,1,3,0
Cc1ccc(S(=O)(=O)CC2CSc3nc4ccccc4n32)cc1 (stereo not drawn),-2,12,0.9,1,7,1,1.1,0.9,-2,7
COc1ccc(CCNC(=O)COc2ccc(-c3ccc(C)cc3)cc2)cc1OC,-4,5,0.9,1.2,6,1,1.1,1.1,-5,2
CCCCNS(=O)(=O)c1ccc(NC(=O)C(Sc2ccccc2)c2ccccc2)cc1 (stereo not drawn),-2,19,0.8,0.8,-34,1,1,0.9,-9,-12
Cc1c(Cl)cccc1-n1nnnc1-c1cccs1,-6,18,0.8,1,-2,1.1,1.1,1,-1,6
COc1ccc(NC(=O)Nc2ccc3oc(C)nc3c2)cc1,2,14,0.9,0.8,-6,1,0.5,0.8,-4,10
CCN(CC)CCn1c(SCC(=O)NCc2ccccc2)nc2c(sc3ccccc32)c1=O,-6,-1,1,1.1,-5,1.1,1.1,1.1,0,13
O=C(CSc1nc2ccccc2[nH]1)c1c[nH]c2ccccc12,1,3,1,1,1,1,1,0.9,-1,16
COC(=O)c1ccc(Nc2nc(C)cc(C)n2)cc1,-3,13,0.9,0.9,-5,1,1,0.9,-2,-1
O=c1cc(N2CCN(c3ccccc3)CC2)[nH]c(=O)n1C1CCCCC1,2,3,1,1,-6,1,1,0.9,-3,8
CCOC(=O)C[N+]1(C)CCN(C(C)=O)CC1,-4,2,1,1.2,-4,1,1.1,1.1,-9,4
Cc1ccc(NC(=O)CCC(=O)NNC(=O)NC23CC4CC(CC(C4)C2)C3)cc1C,-2,13,0.9,1,-4,1,1,1,2,-7
CCC(=O)Nc1c(C)cc(C)cc1Cl,-5,5,0.9,1,-5,1,1,1,3,4
Cn1cccc1C(=O)OCC(=O)c1cc2ccccc2o1,-2,6,0.9,1.1,-7,1,1,1.1,x,10
CCCCC(CC)C(=O)Nc1cccc(SC)c1 (stereo not drawn),-6,29,0.7,0.9,-12,1.1,1,0.9,3,4
CCN(CC)S(=O)(=O)c1ccc(NC(=O)c2cc(=O)[nH]c3ccccc23)cc1,0,11,0.9,1,-11,1,1,0.9,6,3
COc1ccc(C2/C(=C(/O)c3ccccc3)C(=O)C(=O)N2CO)cc1 (stereo not drawn),1,17,0.8,1,-5,1,1,1,-3,4
C/C(=N\Nc1nc(N2CCCCC2)nc(N2CCOCC2)n1)c1ccccc1O,-9,2,1,0.8,-11,1.1,1,0.9,-4,10
CC1(C)CC(=O)N(CC(=O)NCc2ccccc2)c2ccccc2S1(=O)=O,-3,7,0.9,1,-6,1,1.1,1,-2,-9
CCn1cc(C(=O)NC(C)C23CC4CC(CC(C4)C2)C3)cn1 (stereo not drawn),2,16,0.8,1.1,-4,1,1.1,1,-6,4
CC(C)(C)c1ccc(S(=O)(=O)n2c(CN3CCOCC3)nc3ccccc32)cc1,4,9,0.9,1,-8,1,1,1,-1,1
COCCN(C(=O)CCC(=O)Nc1cc(C)on1)C(C(=O)NC1CCCC1)c1ccccc1C (stereo not drawn),1,14,0.9,0.8,-2,1,1,0.9,-8,22
O=C(O)[C@@H]1CCCC[C@@H]1C(=O)N1CCc2ccccc2C1CN1C(=O)c2ccccc2C1=O (stereo partly drawn),-9,-11,1.1,1.1,-10,1.1,1.1,1,-2,9
Cc1cc(C)c2cc(CN(CCN(C)C)C(=O)Nc3ccccc3Cl)c(=O)[nH]c2c1,-6,-3,1,0.9,-6,1.1,1,0.9,-4,8
NCCCC[C@H](NC(=O)C1CCNCC1)c1nnc([C@@H](N)Cc2ccc(O)cc2)o1,-6,1,1,1,-47,1.1,1.1,1.1,6,16
COc1ccc(NC(=S)Nc2ccc(S(=O)(=O)N3CCOCC3)cc2)c(OC)c1,2,13,0.9,0.9,-3,1,1,1,0,10
COCCN1C(=O)CC(NNC(=O)c2ccc(S(=O)(=O)N3CCCC3)cc2)C1=O (stereo not drawn),1,-1,1,1.1,-31,1,1.1,1,-2,2
COc1cc(S(=O)(=O)NCC2COCCO2)ccc1-n1cnnn1 (stereo not drawn),-3,9,0.9,0.9,-9,1,1,0.9,-2,10
O=C(c1c[nH]c2ccc(S(=O)(=O)N3CCOCC3)cc2c1=O)N1CCN(c2ccccn2)CC1,-3,19,0.8,0.8,-5,1,1,0.9,-1,-11
O=C(O)COc1ccc(/C=N/O)cc1Br,-2,8,0.9,1.2,-9,1,1,1.1,-4,0
CC(=O)c1cccc(NC(=O)N2CCCC2C(=O)Nc2ccccc2C)c1 (stereo not drawn),-5,6,0.9,0.9,-12,1.1,1.1,1.1,2,1
Cc1nonc1CN(C)C(=O)CC1C(=O)NCCN1Cc1c(F)cccc1Cl (stereo not drawn),-8,2,1,1.1,-5,1.1,1,1.1,-2,12
CN1CCN(C(=O)c2cnn3c(C(F)(F)F)cc(-c4ccc5c(c4)OCO5)nc23)CC1,4,6,0.9,0.8,-6,1,1,0.9,-2,10
CC(=O)c1cccc(NC(=O)C2CC(=O)N(Cc3ccccc3)C2)c1 (stereo not drawn),-3,9,0.9,1,-15,1,1,1.1,0,-3
O=C(N/N=C/c1ccc(N2CCOCC2)o1)c1cccc(C(F)(F)F)c1,-1,22,0.8,1.1,-27,1,1,0.9,-14,5

Entries of single compounds, looked up by structure. Order of values: TNAP inh hi DEA | Diaphorase inh | Diaphorase act | PMI act | TNAP inh noacc | TNAP act hi DEA | FLuc act counter | PMI act hi M6P | Efa HMGR inh | G6PDH counter
Results for Cc1nonc1CN(C)C(=O)CC1C(=O)NCCN1Cc1c(F)cccc1Cl (stereo not drawn) → -8 | 2 | 1 | 1.1 | -5 | 1.1 | 1 | 1.1 | -2 | 12
Results for CCC(=O)Nc1c(C)cc(C)cc1Cl → -5 | 5 | 0.9 | 1 | -5 | 1 | 1 | 1 | 3 | 4
